Tb PYK inh – qHTS of Trypanosoma Brucei Inhibitors. pyruvate kinase (Trypanosoma brucei), Q57TT1. TbPYK enzyme, Kinase-Glo Plus ATP luminescence, 45 min. Potency, µM (series often up to 76.8 µM), inactives show at the top dose activity, negative = inhibition, actives largely listed as inhibitors. hit rate 0.12% among 410,000. AID 624173, 2012; also: potency is read from the fitted curve at half-maximal effect; % is scaled to controls: 0 for no effect and ±100 for the full control effect; nearly all actives have a fitted effect of over 50% in size
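Luminescence from Kinase-Glo Plus, added after a 45-minute room-temperature reaction, served as the end-point read-out. The enzyme and substrate were preincubated with compound before ADP (130 uM final) initiated turnover. Concentration-effect curves came from normalized qHTS data.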
Cycloheximide cs – Cycloheximide Counterscreen for Small Molecule Inhibitors of Shiga Toxin. cell reporter, cycloheximide protein synthesis inhibition counterscreen. max response, %. hit rate 12% among 300,000. AID 2314, 2010; in the data active = max response mostly above about 13%, no sharp cut-off; inactive = mostly below about 14%; also: read at 38.3 µM for the half of the compounds with a filed dose; 0% is about no effect
AMA1-RON2 inh – qHTS for Inhibitors of AMA1-RON; Towards Development of Antimalarial Drug Lead: Primary Screen; Potency, µM (titrated, usually from 58.2 µM), without a hit: top-dose activity change, negative = inhibition, most hits filed as inhibitors; hit rate 0.2% among 360,000; AlphaScreen AMA1-biotinylated RON2 peptide binding;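 also: potency is read from the fitted curve at half-maximal effect; 0% = vehicle wells and -100% = peptide control; nearly all actives have a fitted effect of over 45% in size; some results filed as inactive show a strong effect at the top dose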
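AMA1 (3D7) with his tag at 25 nM final met compounds first, then biotinylated RON2 peptide at 25 nM; detection used donor plus acceptor beads, 10 µg/mL apiece, read by AlphaScreen after 30 min at room temperature.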
Pf growth 96h – Primary qHTS for delayed death inhibitors of the malarial parasite plastid, 96 hour incubation; P. falciparum luciferase reporter growth, 96 h; Potency, µM (doses to about 28.7 µM), without a hit: at the top dose activity change, negative = inhibition, hits mostly inhibitors; hit rate 6.9% among 320,000; AID 504834, 2011; also: potency is read from the fitted curve at half-maximal effect; % is scaled to controls: 0 for no effect and ±100 for the full control effect
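Delayed-death screen, second-generation endpoint: infected erythrocytes, 2% hematocrit, 0.05% parasitemia final; 96 hours at 37 C, 5% CO2; luciferase detection reagent; luminescence decrease equals reduced growth.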
Pf growth 48h – Primary qHTS for delayed death inhibitors of the malarial parasite plastid, 48 hour incubation. P. falciparum luciferase growth in erythrocytes, 48 h. Potency, µM (series often up to 28.7 µM), for inactives: at the highest dose activity change, negative = inhibition, most hits filed as inhibitors. hit rate 5.9% among 310,000. AID 504832, 2011; also: potency is read from the fitted curve at half-maximal effect; % is scaled to controls: 0 for no effect and ±100 for the full control effect
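Parasite viability was followed by luminescence of a genomically integrated firefly luciferase. Cultures held 0.1% parasitemia at 2% hematocrit (final), incubated under 5% CO2 at 37 C.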
LmPK inh – qHTS Assay for Inhibitors of Leishmania Mexicana Pyruvate Kinase (LmPK); Q27686; purified LmPK, Kinase-Glo ATP luminescence, 1 h; Potency, µM (titrated, usually from 57.5 µM), without a hit: at the highest dose activity change, negative = inhibition, hits mostly inhibitors; hit rate 0.37% among 290,000; AID 1721, 2009; also: potency is read from the fitted curve at half-maximal effect; % is scaled to controls: 0 for no effect and ±100 for the full control effect
Target sequence (Q27686 whole entry, looked up): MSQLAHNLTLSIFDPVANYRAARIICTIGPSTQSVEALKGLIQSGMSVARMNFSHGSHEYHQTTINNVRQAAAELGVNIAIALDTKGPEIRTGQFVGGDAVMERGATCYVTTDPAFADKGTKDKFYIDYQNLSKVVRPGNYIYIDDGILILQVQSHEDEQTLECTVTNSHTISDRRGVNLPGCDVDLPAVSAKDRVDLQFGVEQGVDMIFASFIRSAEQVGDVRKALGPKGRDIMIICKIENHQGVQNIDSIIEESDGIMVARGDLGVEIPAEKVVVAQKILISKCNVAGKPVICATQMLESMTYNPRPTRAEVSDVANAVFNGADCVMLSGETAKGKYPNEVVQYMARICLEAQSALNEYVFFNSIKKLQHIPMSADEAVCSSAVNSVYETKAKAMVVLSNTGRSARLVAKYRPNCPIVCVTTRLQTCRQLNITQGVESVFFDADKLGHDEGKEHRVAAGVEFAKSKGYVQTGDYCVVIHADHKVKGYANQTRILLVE
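qHTS format; LmPK 0.1 nM; substrates PEP 0.5 mM and ADP 0.1 mM. One-hour room-temperature incubation, then coupled luciferase luminescence; 0.5 nM enzyme wells mark activation.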
Shiga inhibitor – A qHTS for Small Molecule Inhibitors of Shiga Toxin; Vero cells, Shiga toxin protein synthesis inhibition reporter; inhibition, % at 38.7 µM; hit rate 9.2% among 290,000; AID 2315, 2010; in the data active = inhibition mostly above about 28%, no sharp cut-off; inactive = mostly below about 43%; also: 0% is about no effect
Active calls of the source: *; ? = inconclusive; nt = not tested or not shown; + = active, no number; & = joins results of further samples; [ ] = remark or other dose. Unless noted, calls follow the shape of the dose curve; as a rule, active = well fitted curve in the direction sought with a large enough effect; inconclusive = small, poorly fitted or top-dose-only effect, or another doubt; inactive = no such curve, though single readings can be large; an effect the other way counts as inactive or inconclusive. No enrichment for hits (roughly 21% active in at least one column).

SMILES | Tb PYK inh | Cycloheximide cs | AMA1-RON2 inh | Pf growth 96h | Pf growth 48h | LmPK inh | Shiga inhibitor
COC(=O)CSc1nnc(CCc2ccccc2)n1C | 10.6% | 3.5 | 4.0% | ? | -7.8% | -0.8% | -7.8
O=C(Nc1nnc(C2CCCC2)s1)C1CCN(S(=O)(=O)c2ccc(Cl)cc2)CC1 | -6.7% | -1.8 | 9.3% | 19.2% | -2.2% | 1.2% | -3.5
COc1ccccc1-n1c(N)c(C(=O)NCC2CCCO2)c2nc3ccccc3nc21 (centres undefined) | 3.2% | -1.8 | 40.2%[activator] | ? | ? | 0.7% | -10.2
Cc1cc(C)cc(N=c2c([N+](=O)[O-])nn(-c3cccc(Cl)c3)n2O)c1 | -4.6% | -3.7 | -29.4% | 3.7µM* | nt | 1.0% | -8.1
Cc1ccc(-n2c(SCc3cc(=O)n4ccsc4n3)nnc2-c2cccnc2)c(C)c1 | -20.5% | -6.9 | -11.2% | 0.1% | -18.6% | 2.6% | -14.1
CC1CCc2c(sc3nc(CSc4nnnn4C)[nH]c(=O)c23)C1 (centres undefined) | -10.3% | 17.8* | 5.6% | 32.9%[activator] | 18.8% | 1.3% | 26.0
Cc1ccc(-c2[nH]c3ccccc3c2SCCNC(=O)c2ccc(S(=O)(=O)N3CCOCC3)cc2)cc1 | -0.3%&-13.2% | 2.2 | -4.2% | 8.28µM* | ? | -4.1% | -10.8
Cc1cc(C)n(CC(=O)N/N=C/c2ccc3c(c2)OCO3)n1 | 1.0% | 0.9 | 21.8% | 3.7µM* | 32.4% | -6.7% | 11.5
CN1CCCN(C(=O)Cc2c(Cl)cccc2Cl)c2nc3ccccc3nc21 | 2.2% | 1.7 | 25.8% | nt | -12.1% | -9.5% | -6.5
O=C(c1cccc(C(F)(F)F)c1)C1CCCN(C(=O)CCCn2cncn2)C1 (centres undefined) | -0.7% | 10.5* | -5.0% | ? | 40.2%[activator] | -1.9% | 14.6
COc1ccc(-c2nn(C)c3sc(C(=O)NCCN(C)C)cc23)cc1OC | -3.6%&0.0% | -2.5 | -5.5% | 55.9%[activator] | 0.0% | -11.0% | -4.4
Cc1ccc2[nH]c3c(=O)n(CC(=O)NCCCN(C)Cc4ccccc4)ncc3c2c1 | -1.2% | 12.4 | -4.4% | ? | ? | 3.6% | -2.5
COc1ccc(C)cc1NC(=O)CCS(=O)(=O)c1ccc2c(c1)oc(=O)n2C | 6.1% | -12.3 | -1.5% | -4.4% | 4.8% | -12.2% | -2.0
N#Cc1cc([N+](=O)[O-])ccc1NCCCn1ccnc1 | 3.9% | -1.2 | -16.8% | -0.5% | 9.9% | -0.5% | -6.8
COc1ccc(-c2cc(-c3ccccc3)no2)cc1 | -23.5% | nt | -0.5% | 199.2%[activator] | -2.7% | nt | nt
CCc1nnc(NC(=O)c2ccc(S(=O)(=O)NCC(C)C)cc2)s1 | 0.0% | -1.7 | 2.3% | 1.65µM* | 8.8% | 2.7% | -0.6
CC(=O)N1N=C(c2ccccc2)CC1c1cn(Cc2ccccc2)c2ccccc12 (centres undefined) | -0.4% | -2.1 | -28.4% | ? | ? | 4.9% | -2.8
C/C(=N\NC(=O)c1ccco1)c1ccc(-c2ccccc2)cc1 | -1.5% | 23.4* | 8.0% | ? | ? | -2.0% | 107.9*
CCOc1ccc(CC2(CCc3ccncc3)C(=O)NC(=O)NC2=O)cc1 | 2.9% | -4.3 | -16.6% | 34.5%[activator] | 0.5% | 9.6% | -19.4
CNc1nc(OCC(F)(F)F)nc(N2CCOCC2)n1 | ? | 1.5 | 2.6% | 12.6% | 10.4% | 1.0% | -11.4
Cc1cccc(N2C(=O)C3CCC(c4ccccc4)CC3C2=O)c1 (centres undefined) | 6.2% | -1.6 | ? | 9.7% | -8.1% | 2.1% | 1.7
COc1ccc(OC)c(C2CC(=O)C(C)C(c3cc(OC)ccc3OC)N2)c1 (centres undefined) | -6.4% | 1.4 | -1.5% | nt | -6.4% | 10.4% | -32.8
COCCn1nc2cc(C(=O)NCc3cc(C(F)(F)F)cc(C(F)(F)F)c3)ccc2c1OC | -0.7% | 3.8 | 2.4% | ? | ? | 5.7% | 14.1
CCOc1ccc(CCNC(=O)CN2C(=O)NC(CCSC)C2=O)cc1OCC (centres undefined) | -2.9% | 1.2 | -11.7% | 6.4% | -12.1% | 4.3% | -15.6
COc1ccccc1C(=O)NC(=O)COC(=O)c1nc2nc(C)cc(C)n2n1 | 0.4% | nt | -6.6% | 10.8% | 2.1% | nt | nt
Cc1sc2c(c1C)c(=O)nc1n2Cc2ccccc2-1 | nt | 8.1 | nt | nt | 8.6% | -12.3% | 20.7
CCOC(=O)c1cnc2c(C)c(C)ccc2c1NCCN1CCOCC1 | -11.8% | 1.1 | -12.3% | ? | ? | -3.2% | -4.4
Cc1c(C)c(C)c(CN2CCCC2)c(C)c1C | 4.2% | -2.6 | -2.7% | -18.2% | -11.0% | 4.3% | 2.6
CCC(C(=O)OCC(=O)Nc1ccc(F)cc1)c1ccccc1 (centres undefined) | 2.2% | nt | -23.6% | -24.7% | -19.6% | nt | nt
O=C(CN1C(=O)NC(Cc2c[nH]c3ccccc23)C1=O)NC1CCCCC1 (centres undefined) | 0.0% | nt | -8.0% | 0.3% | -16.1% | nt | nt

Profiles, quoted from the list. Order of screens: Tb PYK inh, Cycloheximide cs, AMA1-RON2 inh, Pf growth 96h, Pf growth 48h, LmPK inh, Shiga inhibitor
Record of CCC(C(=O)OCC(=O)Nc1ccc(F)cc1)c1ccccc1 (centres undefined) → 2.2%, nt, -23.6%, -24.7%, -19.6%, nt, nt
Record of COCCn1nc2cc(C(=O)NCc3cc(C(F)(F)F)cc(C(F)(F)F)c3)ccc2c1OC → -0.7%, 3.8, 2.4%, ?, ?, 5.7%, 14.1
Record of COc1ccccc1C(=O)NC(=O)COC(=O)c1nc2nc(C)cc(C)n2n1 → 0.4%, nt, -6.6%, 10.8%, 2.1%, nt, nt

Next compounds follow.
SMILES | Tb PYK inh | Cycloheximide cs | AMA1-RON2 inh | Pf growth 96h | Pf growth 48h | LmPK inh | Shiga inhibitor
O=C(O)C(O)(c1ccccc1)C1CCCCC1 (centres undefined) | 2.7% | 3.4 | -3.1% | ? | -1.8% | -3.4% | -6.8
CC(C)CNC(=S)NNC(=O)c1ccccc1OC(F)F | 0.7% | -2.7 | 38.5%[activator] | ? | nt | -1.0% | -5.3
COc1ccc(S(=O)(=O)NCC2CCCO2)c(Cl)c1Cl (centres undefined) | -4.7% | -1.6 | 0.8% | ? | 12.0% | -2.6% | -1.6
CCc1c(O)nc(SCC(=O)Nc2ccc(OC)cc2)n(C2CCCCC2)c1=O | -1.3% | 1.0 | -3.4% | ? | ? | 1.1% | -5.1
CCNc1nc(NC(C)C)nc(N2CC(=O)N(CC(=O)OCC)C2=N)n1 | -4.7% | -5.3 | 12.0% | -1.4% | -24.3% | -2.4% | -25.7
COc1cc(C#Cc2c(C=O)n(C)c3ccccc23)cc(OC)c1 | -3.3% | nt | 27.9% | ? | ? | nt | nt
Cc1ccc(N/C=C(/C#N)c2ccsc2)cc1C | 1.2% | 42.2* | -5.6% | 262.6%[activator] | 149.6%[activator] | 1.0% | 86.5*
COc1ccc(C(c2nnnn2Cc2cccs2)N2CCN(c3ccccc3F)CC2)cc1OC (centres undefined) | -0.1% | 9.6 | -15.8% | nt | 2.33µM* | 3.6% | 58.1
CN(CCCN1CCOCC1)C(=O)c1ccc2nc(Cc3cccc(Cl)c3)oc2c1 | 1.7% | 11.9 | -12.5% | 61.3%[activator] | ? | 1.0% | 10.9
O=C(c1ccccc1)N1CCN(c2ccc([N+](=O)[O-])c(N3CCOCC3)c2)CC1 | -2.2% | -1.9 | -18.2% | 25.9% | -3.5% | -0.6% | -8.6

Part of the list above, with each value named.
Cc1ccc(N/C=C(/C#N)c2ccsc2)cc1C
  Tb PYK inh = 1.2%
  Cycloheximide cs = 42.2*
  AMA1-RON2 inh = -5.6%
  Pf growth 96h = 262.6%[activator]
  Pf growth 48h = 149.6%[activator]
  LmPK inh = 1.0%
  Shiga inhibitor = 86.5*

COc1cc(C#Cc2c(C=O)n(C)c3ccccc23)cc(OC)c1
  Tb PYK inh = -3.3%
  Cycloheximide cs = nt
  AMA1-RON2 inh = 27.9%
  Pf growth 96h = ?
  Pf growth 48h = ?
  LmPK inh = nt
  Shiga inhibitor = nt

(more compounds)
SMILES | Tb PYK inh | Cycloheximide cs | AMA1-RON2 inh | Pf growth 96h | Pf growth 48h | LmPK inh | Shiga inhibitor
O=C(CCCOc1ccccc1)Nc1nccs1 | -0.5% | 9.7 | -12.0% | ? | ? | 4.4% | 31.2
CCNC(=O)CN1C(=O)NC2(CCCc3cc(OC)ccc32)C1=O (centres undefined) | 0.5% | -4.0 | 2.3% | nt | 8.0% | 3.6% | -12.7
Cc1ccc2nc(-c3ccc(NC(=S)NC(=O)CC(C)C)cc3)sc2c1 | 4.0% | 34.1* | 3.7% | nt | 116.5%[activator] | -1.6% | +
Cn1c2c(c(=O)n(C)c1=O)C(c1ccccc1OC(F)F)C1=C(CCCC1=O)N2 (centres undefined) | 0.5% | -6.7 | 5.7% | 0.0% | 0.1% | -0.2% | -16.9
O=C(Nc1ccccc1)c1ccc2c(c1)OCCCO2 | -20.5% | 41.3* | -7.9% | 2.0% | 119.3%[activator] | -16.5% | 58.6*
O=C(CCc1nc2ccccc2[nH]c1=O)OCC(=O)c1ccc(Cl)cc1 | -1.8% | 1.0 | 10.1% | 10.7% | -2.3% | 2.5% | 16.1
CC(=O)Nc1ccccc1Nc1cc(C#N)c(C#N)cc1[N+](=O)[O-] | 0.0% | -1.7 | 10.4% | 7.38µM* | ? | -2.0% | -26.5
O=C1CC(c2ccc(F)cc2)Cc2nc(N3CCOCC3)ncc21 (centres undefined) | 1.9% | 7.9 | -9.2% | nt | -6.3% | -8.4% | -15.0
COC(=O)c1cc(/C=C/c2ccccc2)[nH]n1 | -1.7% | 20.4* | -0.2% | -92.7% | 62.5%[activator] | 0.2% | 25.4*
COc1ccc(C(=O)CSc2nnnn2C)c(OC)c1 | -3.8% | -3.2 | 10.8% | ? | 8.2% | 5.8% | 32.4
COc1cccc(C(=O)NNC(=O)C2CCCO2)c1 (centres undefined) | 1.7% | 17.7 | 5.3% | ? | 20.0% | -1.6% | 17.6
CCOC(=O)CSc1nnnn1-c1cccc2ccccc12 | -3.7% | -2.3 | -17.0% | -24.6% | 2.2% | 4.9% | -1.8
CC(=O)c1cnc(SCC(=O)O)nc1C | -0.6% | -5.2 | 10.7% | 52.1%[activator] | 4.3% | 2.8% | 0.6
CN(C)c1nc2n(c(=S)n1)CCS2 | 3.5% | -2.8 | -6.4% | 5.2% | 14.9% | -1.6% | -10.0
O=C(/C(N=Nc1cccc(C(F)(F)F)c1)=C(/O)c1cccs1)C(F)(F)F | 1.2% | 35.5* | -7.2% | 5.22µM* | ? | -1.5% | 66.3*
COc1ccc(OC)c(-c2csc(NC(=O)c3ccc(OCC4CCCO4)cc3)n2)c1 (centres undefined) | -1.2% | 39.1* | 0.0% | 11.7µM* | ? | -0.9% | 40.4*
